BCR signal inh: inhibitors of chronic active B-cell receptor signaling; Potency, µM (top dose mostly 46.1 µM), without a hit: top-dose ratio change, negative = lower green/red ratio, most hits filed as inhibitors; ABC-DLBCL IkBa-CBG/CBR reporter, luminescence ratio, 4 h; hit rate 0.05% among 340,000; active = well fitted inhibition curve with a large enough effect in the signal ratio, with a control signal flat, not every such curve was filed as active; inconclusive = small, poorly fitted or top-dose-only effect, or effect the other way, or a change in a side signal; the % refers to the signal ratio;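 also: potency is read from the fitted curve at half-maximal effect; plate controls were basal doxycycline-induced cells for no effect and cells given 10 µM MG132 for full effect; MG132 reads +100%, hits lower the ratio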
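Compounds up to 46 uM were incubated four hours with TMD8 cells whose green CBG68 luciferase is fused to IkappaBalpha; red CBR luminescence normalised the signal, and concentration-effect curves were fitted to fusion, red and ratio data.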
PKM2 act: activators of human pyruvate kinase M2 | P14618 | purified PKM2, Kinase-Glo ATP luminescence, activation; response scale: 0% is enzyme alone, no compound | Potency, µM (highest dose often 57.5 µM), for the others: top-dose activation, most hits filed as activators | hit rate 0.34% among 260,000; also: potency is read from the fitted curve at half-maximal effect; % is scaled to controls: 0 for no effect and ±100 for the full control effect; nearly all actives have a fitted effect of over 55% in size
Target sequence (P14618 whole entry, looked up): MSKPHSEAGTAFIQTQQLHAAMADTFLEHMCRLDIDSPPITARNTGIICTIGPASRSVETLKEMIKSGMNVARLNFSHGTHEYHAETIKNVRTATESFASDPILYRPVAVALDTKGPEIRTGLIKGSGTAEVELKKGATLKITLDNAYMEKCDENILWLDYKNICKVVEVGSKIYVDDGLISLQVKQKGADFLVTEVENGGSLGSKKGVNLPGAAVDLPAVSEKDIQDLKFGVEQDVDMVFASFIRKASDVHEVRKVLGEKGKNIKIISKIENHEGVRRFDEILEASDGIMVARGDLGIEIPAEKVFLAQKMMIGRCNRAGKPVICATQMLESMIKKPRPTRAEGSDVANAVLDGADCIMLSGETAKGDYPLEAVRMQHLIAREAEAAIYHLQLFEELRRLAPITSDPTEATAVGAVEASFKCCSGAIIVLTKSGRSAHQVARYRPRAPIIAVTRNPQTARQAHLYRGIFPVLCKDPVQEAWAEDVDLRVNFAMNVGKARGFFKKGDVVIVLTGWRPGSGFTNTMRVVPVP
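Purified hPK-M2 (>95% pure) converted ADP (0.1 mM final) to ATP with 0.5 mM PEP in 50 mM imidazole pH7.2, KCl, MgCl2, Tween 20, BSA; 1 h at room temperature. ATP detected by Kinase-Glo luminescence.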
FBPA coupling cs: counter-screen for Giardia aldolase inhibitors: coupling enzyme system. coupling enzyme system counterscreen, AmpLite Red fluorescence. AID 2472. activity change, negative = inhibition, % at 58.2 µM, hits read low. hit rate 0.67% among 290,000; in the data active = activity change below about -30%; also: % is scaled to controls: 0 for no effect and ±100 for the full control effect
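Counterscreen of the coupled detection system alone, without aldolase: glyceraldehyde-3-phosphate coupling enzymes plus AmpLite Red readout. Compounds at 57.5 uM final, 10 min RT preincubation, 20 min RT reaction, fluorescence 525/598 nm.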
B2AR arrestin: agonists driving beta-arrestin recruitment to human beta2-adrenergic receptor. AID 492947. beta-arrestin recruitment to beta2AR, cell-based reporter. Potency, µM (top dose mostly 46.1 µM), for inactives: at the highest dose activation, usual class: activators. P07550. hit rate 0.02% among 330,000;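 also: potency is read from the fitted curve at half-maximal effect; 0% = DMSO controls and full agonism = EC100 isoproterenol or metaproterenol; nearly all actives have a fitted effect of over 65% in size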
TSG101-PTAP inh: blocks PTAP/TSG101 interaction to inhibit HIV-1 budding; Q99816; Fluorescence polarization, FITC-PTAP peptide / Tsg101 binding; Potency, µM (series often up to 115 µM), without a hit: top-dose activity change, negative = inhibition, usual class: inhibitors; 340,000 tested, under 10 active; AID 493005; active = well fitted inhibition curve with a large enough effect in the main read-out, with a control signal flat, not every such curve was filed as active; inconclusive = small, poorly fitted or top-dose-only effect, or effect the other way, or a change in a side signal; inactive = no such curve, though single readings can be large or run the other way; also: potency is read from the fitted curve at half-maximal effect; % of control where 0% means no effect
Target sequence (Q99816 whole entry, looked up): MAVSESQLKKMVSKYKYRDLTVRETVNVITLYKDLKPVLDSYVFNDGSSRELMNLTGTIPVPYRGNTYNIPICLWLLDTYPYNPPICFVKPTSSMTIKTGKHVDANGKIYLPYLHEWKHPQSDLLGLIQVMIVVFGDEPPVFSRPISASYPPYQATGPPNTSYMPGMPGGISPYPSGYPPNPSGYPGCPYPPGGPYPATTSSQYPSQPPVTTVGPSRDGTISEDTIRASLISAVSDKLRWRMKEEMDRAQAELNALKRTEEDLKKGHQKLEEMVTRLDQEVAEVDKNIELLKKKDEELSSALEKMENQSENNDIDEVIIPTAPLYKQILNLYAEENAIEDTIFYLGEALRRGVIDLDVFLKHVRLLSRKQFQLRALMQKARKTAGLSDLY
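Steps: Tsg101 binding domain dispensed (10 uM final), compounds pinned in DMSO, FITC-labeled PTAP-motif peptide added (50 nM final); after 20 min binding at room temperature, polarization measured.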
Menin MLL FP TR: inhibitors of human menin-MLL interaction, mutant MLL peptide | AID 1768 | Potency, µM (highest dose often 61.6 µM), for inactives: at the top dose FP activity change, negative = inhibition, hits mostly inhibitors | hit rate 0.23% among 270,000 | Menin + Texas Red MLL mutant peptide, fluorescence polarization; active = well fitted inhibition curve with a large enough effect in the polarisation, with a control signal flat, not every such curve was filed as active; inconclusive = small, poorly fitted or top-dose-only effect, or effect the other way, or a change in a side signal; inactive = no such curve, though single readings can be large or run the other way; the % refers to the polarisation; also: potency is read from the fitted curve at half-maximal effect; % of control where 0% means no effect; many of its hits are not listed in these tables
Tb PFK block: T. brucei PFK enzyme inhibition; O15648; T. brucei PFK, ADP-Glo luminescence; Potency, µM (titrated, usually from 57.5 µM), for inactives: top-dose activity, negative = inhibition, usual class: inhibitors; hit rate 0.17% among 330,000;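 also: potency is read from the fitted curve at half-maximal effect; 0% = uninhibited 1x PFK enzyme wells and -100% = no-enzyme wells; nearly all actives have a fitted effect of over 60% in size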
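In TEA buffer at pH 8.0 with 5 mM MgCl2, enzyme (1.25 nM) converted F6P (0.5 mM) and ATP (0.1 mM) for 45 min at room temperature. ADP product was read by luciferase luminescence.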
Giardia killer: kills Giardia lamblia | activity change, % at 7.66 µM, hits read low | AID 540267 | hit rate 0.15% among 340,000 | Giardia lamblia trophozoite viability; in the data active = activity change below about -80%; inconclusive = between about -30% and that limit;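 also: parasites exposed to compound for two days anaerobically before the ATP read; % is scaled to controls: 0 for no effect and ±100 for the full control effect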
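Giardia trophozoites, 100 cells per well, were exposed to compounds for 48 hrs at 37 deg C under anaerobic conditions; viability was then read as ATP content by bioluminescence after 15-30 min at room temperature.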
Integrin act MD: integrin-mediated muscular dystrophy alleviation activation; alpha7betagal myoblasts, beta-gal FDG fluorescence, 48 h; Potency, µM (series often up to 38.3 µM), for inactives: top-dose activation, most hits filed as activators; hit rate 0.064% among 350,000; AID 624291;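 also: potency is read from the fitted curve at half-maximal effect; 100% = response of the positive control SU9516; nearly all actives have a fitted effect of over 60% in size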
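alpha7betagal+/- myoblasts (passage 13, 250/well) treated 48 h at 37C with compounds at 1:260 dilution of DMSO stock. Lysed, then beta-galactosidase activity read as FDG fluorescence (ex 480/em 540) after 30 min, with pre-read for autofluorescence.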
GALK inhibitor: galactokinase (human) inhibition. AID 1868. hit rate 0.007% among 270,000. Purified GALK, Kinase-Glo residual ATP luminescence. Potency, µM (series often up to 57.5 µM), for inactives: top-dose activity change, negative = inhibition, actives largely listed as inhibitors; also: potency is read from the fitted curve at half-maximal effect; % is scaled to controls: 0 for no effect and ±100 for the full control effect
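ATP-depletion format; final 35 uM ATP, 100 uM D-galactose, 5 nM enzyme; pH 8.0 HEPES/Mg2+ buffer; 60 min RT; luminescence read 10 min after detection reagent.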
ASM inhibitor: inhibitors of human secretory acid sphingomyelinase | P17405 | placental ASM, HMU-PC fluorogenic substrate, 60 min | Potency, µM (top dose mostly 57.5 µM), without a hit: top-dose activity change, negative = inhibition, hits mostly inhibitors | hit rate 0.006% among 340,000 | AID 504937; also: potency is read from the fitted curve at half-maximal effect
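Fluorogenic HMU-PC substrate (9 uM final) is turned over by placental ASM in 60 min at 37 C after a 10 min compound preincubation. Reaction ended by alkaline stop (pH 10), with fluorescence read at 386/447 nm.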
An asterisk follows results filed as active; u = inconclusive; x = not tested or not shown; & = joins results of further samples; [ ] = remark or other dose. Unless noted, calls follow the shape of the dose curve; as a rule, active = well fitted curve in the direction sought with a large enough effect; inconclusive = small, poorly fitted or top-dose-only effect, or another doubt; inactive = no such curve, though single readings can be large; an effect the other way counts as inactive or inconclusive. These rows are one share of the data. The share of hits here may be higher or lower than overall.

SMILES	BCR signal inh	PKM2 act	FBPA coupling cs	B2AR arrestin	TSG101-PTAP inh	Menin MLL FP TR	Tb PFK block	Giardia killer	Integrin act MD	GALK inhibitor	ASM inhibitor
CC#CCC(CC#CC)c1nc2ccccc2c(=O)n1N	1%	-1%	1	-0.3%	2%	-5%	0%	-5	0%	1%	1%
CCCCNC(=O)Nc1nc(SCC(=O)OCC)n[nH]1	16%	-6%	5	-0.3%	-2%	-9%	0%	-3	u	2%	2%
CC(=O)Nc1ccc(S(=O)(=O)NCc2nc(-c3ccccc3C)no2)cc1	-8%	0%	-1	-0.4%	-6%	22%	-5%	-2	13%	-4%	2%
C=C(C)C(=O)Nc1cccc(C2=NOC3(C2)C[C@@H](C(N)=O)N(C(=O)c2ccc(OC)cc2)C3)c1 (stereo not given in full)	-7%	1%	0	-0.4%	0%	x	1.9µM*	-13	1%	4%	-2%
CC1CCc2c(sc3c2C2=NS(=O)(=O)CCN2C=N3)C1 (stereo not given)	u	2%	1	-0.3%	-1%	9%	-9%	4	-5%	1%	-2%
Cc1nnsc1C(=O)Nc1cccc(Cl)c1	-3%	-1%	2	-0.2%	1%	13%	-7%	-21	0%	0%	-4%
Cc1ccc(CNC(=O)CCC(=O)Nc2nnc(C)s2)cc1	0%	x	x	-0.2%	-2%	x	-3%	16	1%	7%	4%
COC(=O)c1c(-c2ccccc2)csc1N	x	-2%	-8	x	-1%	u	x	20	-5%	4%	1%
COc1ccc(OC)c(C2CC(=O)N3CN(c4ccccc4F)CSC3=C2C#N)c1 (stereo not given)	-5%	-29%	-84*	-0.1%	-3%	-13%	-16%	-24	1%	2%	1%
CN(C)c1ccc(C(=O)OCC#CCSc2nnc(-c3cccc4ccccc34)o2)cc1	u	x	x	0.2%&-0.5%	1%	x	-8%&0%	-11	x	x	3%
CC(Oc1cc(F)ccc1[N+](=O)[O-])C(=O)N(C)CC(=O)Nc1ccccc1C(F)(F)F (stereo not given)	-5%	-3%	-2	0.1%	0%	-3%	8%	-6	5%	0%	12%
O=C(COc1ccc2ccc(=O)oc2c1)Nc1cc([N+](=O)[O-])ccc1F	11%	x	x	-3.4%	-1%	x	-5%	4	3%	x	58%[activator]
O=C(NCC1CCCO1)C(c1ccco1)N(Cc1ccc(F)cc1)C(=O)CN1C(=O)c2ccccc2S1(=O)=O (stereo not given)	6%	x	-2	0.5%	-8%	-11%	-2%	-12	-18%	-4%	2%
COCCN1CCN(C(=O)c2ccc3nc(Cc4ccccc4F)oc3c2)CC1	0%	u	x	-0.6%	-3%	x	-1%	-7	15%	-2%	-2%
S=c1[nH]nc(-c2ccc3ccccc3n2)n1-c1ccc(Cl)cc1	7%	-3%	-4	-0.1%	-5%	-1%	0%	9	14%	1%	-3%
CC(=O)c1c(C)[nH]c(C(=O)CSc2nnc(CN3CCCCCC3=O)n2-c2ccccn2)c1C	4%	-2%	-2	-0.4%	-3%	2%	-3%	13	-18%	7%	0%
Cc1cccc(OCC(=O)NS(=O)(=O)c2ccc(Br)cc2)c1	-1%	-6%	x	0.2%	-8%	x	1%	27	-31%	-6%	3%
COCCn1c(Sc2ccccc2)nc2c1c(=O)[nH]c(=O)n2C	-17%	0%	1	-0.2%	-2%	-3%	-2%	-4	-11%	-1%	-1%
CCOC(=O)c1oc2ccccc2c1CN1CCN(C(=O)c2ccccc2)CC1	-1%	3%	5	-0.2%	-2%	5%	0%	-26	-4%	-4%	-2%
O=C(CSc1nc2ncccc2[nH]1)Nc1ccc2c(c1)OCO2	u	-1%	6	-0.3%	-1%	x	1%	-11	-1%	4%	-1%
CC(C)COC(=O)N1CCCC1C(=O)O (stereo not given)	-2%	-12%	6	3.0%	-7%	0%	-3%	-5	1%	0%	0%
Cc1cc(S(=O)(=O)N2CCOCC2)ccc1F	6%	3%	-1	-0.1%	-3%	11%	9%	0	2%	-1%	2%
CCN(Cc1ccccc1)C(=O)COC(=O)c1cc(S(=O)(=O)Nc2ccccc2OC)ccc1O	-4%	x	x	-1.5%	0%	x	-1%	-8	17%	x	2%
FC(F)(F)c1nc(N2CCCC2)ncc1-c1nnnn1-c1ccc(Cl)cc1	u	-7%	-2	-0.4%	-4%	-1%	-3%	-16	-34%	2%	-7%
O=C(O)C1CC=C(Cl)CC1C(=O)NCC1OCCc2ccccc21 (stereo not given)	3%	-2%	4	-0.4%	-1%	19%	4%	15	-21%	-2%	-2%
O=C(O)Cc1sc(NCc2ccco2)nc1-c1ccccc1	0%	-10%	-1	-0.1%	-2%	x	0%	8	12%	x	5%
CN1C(=O)CC(=O)N(C)c2cc(S(=O)(=O)N(C)Cc3ccccc3)ccc21	3%	x	x	0.1%	1%	x	-5%	-24	-19%	6%	13%
CC(=O)/C(=N/Nc1ccc([N+](=O)[O-])cc1)N1CCCc2ccccc21	1%	4%	1	-0.3%	-1%	x	0%	u	-9%	1%	-16%
CSc1ccc(NC(=O)CSc2nc3[nH]c(=O)cc(O)c3s2)cc1	u	x	x	0.1%	0%	x	7%	4	-2%	x	-23%
CC(C)(C)C(=O)COC(=O)c1cc(S(=O)(=O)N2CCCCC2)ccc1N1CCOCC1	0%	x	x	-2.4%	0%	x	3%	-11	-3%	x	-1%
Cc1cc(C)nc(SCC(=O)c2cc3ccccc3oc2=O)n1	u	15%	-8	6.3%	-1%	-7%	-3%	-10	14%	0%	-1%
CCCNC(=O)Cn1cnc2sc(C(=O)Nc3ccc4c(c3)OCO4)c(C)c2c1=O	-4%	-3%	2	u	-11%	x	-3%	11	-28%	-1%	2%
CC(C)[C@H]1C(=O)Nc2ccccc2N1C(=O)N[C@@H](Cc1ccccc1)C(=O)N[C@@H](Cc1ccccc1)C(=O)O	-4%	-10%	0	0.2%	2%	1%	1%	11	1%	x	6%
CCc1ccc(S(=O)(=O)/N=C2\C=CC(=O)c3ccccc32)cc1	-1%	26%	-50*	0.4%	x	u	-13%	x	x	4%	x
CCCOc1ccc(N2C(=O)CC(N(CCc3ccccc3)C(=O)c3ccccc3)C2=O)cc1 (stereo not given)	5%	-7%	-3	-0.4%	0%	1%	-19%	-14	20%	1%	-4%
CC(C)(O)CC[C@@H](O)[C@](C)(O)[C@H]1CC[C@@]2(O)C3=CC(=O)[C@@H]4C[C@@H](O)[C@@H](O)C[C@]4(C)C3CC[C@]12C (stereo not given in full)	2%	1%	4	-0.2%	-2%	19%	0%	2	24%	1%	-3%
CC(C)c1ccc(OCC(=O)NCCO)cc1	4%	-1%	1	-0.8%	-9%	7%	0%	-25	-16%	2%	2%
O=C(CN1CCOC1=O)N1CCCC(Nc2ccc(F)c(F)c2)C1 (stereo not given)	u	x	2	0.5%	0%	21%	1%	-27	-4%	6%	0%
Cc1ccccc1C(=O)N(Cc1nc2ccccc2c(=O)[nH]1)C1CCCC1	-8%	-6%	1	-0.1%	0%	u	1%	-2	-36%	10%	-2%
O=C1C=C(N2CCN(C3=CC(=O)CCC3)CC2)CCC1	16%	-4%	-1	-0.3%	2%	-14%	5%	11	13%	-2%	5%
CC(NC(=O)CCC(=O)N1CCCCCC1)c1ccccc1 (stereo not given)	3%	0%	0	-0.1%	-5%	1%	-1%	13	-30%	-2%	3%
COc1ccc(CCN2C(=O)CC(Cc3ccc(Br)cc3)C2=O)cc1OC (stereo not given)	-6%	6%	1	-1.0%	-1%	-10%	0%	4	-5%	2%	0%
O=C(NCc1ccccc1Cl)C1CCN(S(=O)(=O)N2CCCCC2)CC1	0%	1%	1	-0.4%	-4%	-9%	-2%	-11	2%	-4%	3%
COc1ccc(-n2cnnc2SCC(=O)c2ccc(S(=O)(=O)N3CCOCC3)cc2)cc1	u	u	0	0.2%	-4%	-3%	5%	0	2%	3%	-2%
CC12CCC(=O)N1C(C(=O)Nc1ccc(Br)cc1Cl)CS2 (stereo not given)	5%	-2%	3	-1.0%	-4%	4%	3%	-6	11%	-3%	-1%

Screens (PubChem BioAssay)
